MBNL1-CUG inh – qHTS Assay for Inhibitors of MBNL1-poly(CUG) RNA binding. Muscleblind-like protein 1 (Homo sapiens), Q9NR56. TR-FRET MBNL1-His/biotin-(CUG)12 binding, 665/545 ratio. Potency, µM (top dose mostly 57.5 µM), for the others: at the highest dose activity change, negative = inhibition, usual class: inhibitors. 280,000 compounds, 0.036% hits. AID 2675, 2010; active = well fitted inhibition curve with a large enough effect in the signal ratio, with a control signal flat, not every such curve was filed as active; inconclusive = small, poorly fitted or top-dose-only effect, or effect the other way, or a change in a side signal; inactive = no such curve, though single readings can be large or run the other way; the % refers to the signal ratio; note: % is set by controls: 0 for no effect and ±100 for the full control effect
Target sequence (Q9NR56 whole entry, looked up): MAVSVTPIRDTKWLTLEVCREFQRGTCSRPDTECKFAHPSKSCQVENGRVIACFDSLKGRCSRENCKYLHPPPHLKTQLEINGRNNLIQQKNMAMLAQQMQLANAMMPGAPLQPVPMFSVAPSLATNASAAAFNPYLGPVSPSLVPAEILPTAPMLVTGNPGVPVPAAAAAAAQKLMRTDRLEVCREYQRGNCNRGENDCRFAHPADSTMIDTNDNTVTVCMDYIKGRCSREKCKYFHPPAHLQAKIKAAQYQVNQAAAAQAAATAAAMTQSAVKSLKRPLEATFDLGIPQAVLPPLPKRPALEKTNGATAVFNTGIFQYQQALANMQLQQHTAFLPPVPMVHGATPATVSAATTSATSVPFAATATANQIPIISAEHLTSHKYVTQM
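Inhibition of protein-RNA binding appears as loss of TR-FRET between terbium anti-His antibody on MBNL1-His and streptavidin-XL665 on biotin-(CUG)12. Activity is normalized to buffer-only and uninhibited-complex controls.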
p53 reactivator – qHTS assay for re-activators of p53 using a Luc reporter | H1299 p53-A138V BP100-luciferase reporter, luminescence, 24 h | Potency, µM (titrated, usually from 92.2 µM), inactives show at the highest dose activity change, positive = activation, actives largely listed as activators | 320,000 compounds, 0.063% hits; note: % of control where 0% means no effect; nearly all actives have a fitted effect of over 45% in size
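p53-null H1299 cells stably carrying temperature-sensitive p53-A138V and a BP100-luciferase reporter were pinned with compounds (4-point, 1:5 series) and held 24 hrs at 37 deg C. Luminescence was read 10 min after detection reagent.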
FLuc modulator – qHTS profiling assay for firefly luciferase inhibitor/activator using purifed enzyme and Km concentrations of substrates (counterscreen for miR-21 project); Potency, µM (doses to about 57.5 µM), for the others: at the highest dose activity change, negative = inhibition, actives largely listed as inhibitors; 360,000 compounds, 6.9% hits; purified FLuc, Km substrates, luminescence inhibition; AID 588342, 2011;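 note: plate controls were vehicle for no effect and reference inhibitor for full effect; nearly all actives have a fitted effect of over 55% in size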
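Biochemical qHTS of compounds, final roughly 60 µM downward over six points, against 10 nM purified firefly luciferase using Km concentrations of substrates (10 uM D-luciferin, 10 uM ATP) in Tris acetate pH 7.5 buffer; luminescence output.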
RORg inh – qHTS for inhibitors of ROR gamma transcriptional activity; Nuclear receptor ROR-gamma (Mus musculus), P51450; Drosophila S2 Gal4-RORgamma UAS-luciferase reporter, 20 h; Potency, µM (doses to about 53.6 µM), without a hit: at the top dose activity change, negative = inhibition, usual class: inhibitors; 310,000 compounds, 5.4% hits; note: % is set by controls: 0 for no effect and ±100 for the full control effect; nearly all actives have a fitted effect of over 60% in size
Target sequence (P51450 whole entry, looked up, the tested form may be a part): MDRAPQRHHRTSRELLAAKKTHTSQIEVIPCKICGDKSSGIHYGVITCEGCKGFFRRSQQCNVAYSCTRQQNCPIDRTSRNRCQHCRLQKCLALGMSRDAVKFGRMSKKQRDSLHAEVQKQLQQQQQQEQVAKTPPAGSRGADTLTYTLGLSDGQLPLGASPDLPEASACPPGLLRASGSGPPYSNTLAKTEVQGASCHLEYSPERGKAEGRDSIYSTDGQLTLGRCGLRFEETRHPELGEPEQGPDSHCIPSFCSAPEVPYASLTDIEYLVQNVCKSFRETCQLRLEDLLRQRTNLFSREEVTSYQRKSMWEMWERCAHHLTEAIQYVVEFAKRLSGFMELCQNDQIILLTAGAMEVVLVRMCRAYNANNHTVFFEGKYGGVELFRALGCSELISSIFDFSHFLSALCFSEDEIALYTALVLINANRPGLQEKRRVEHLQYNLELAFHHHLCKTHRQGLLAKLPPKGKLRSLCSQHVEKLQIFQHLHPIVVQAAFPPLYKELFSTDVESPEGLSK
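In this cell-based reporter format, copper sulfate (700 uM final) drives Gal4–ROR gamma fusion expression from a metallothionein promoter in Drosophila Schneider cells; compounds preincubated 1 hr, reporter read after 20 hr at ambient temperature.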
NPC1 promoter act – qHTS Assay for NPC1 Promoter Activators. Huh7 NPC1 promoter luciferase reporter, 24 h. Potency, µM (top dose mostly 9.22 µM), for inactives: at the top dose activation, usual class: activators. 320,000 compounds, 2.4% hits;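 note: % of control where 0% means no effect; nearly all actives have a fitted effect of over 60% in size; reporter is driven by a mutant NPC1 promoter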
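Stable NPC1-promoter luciferase Huh7 line; cpd (DMSO) 24 h, 37 °C, 5% CO2; Amplite luciferase reagent 10 min RT; luminescence readout. qHTS format.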
Rab9 prom act – qHTS Assay for Rab9 Promoter Activators; Huh7 Rab9 promoter-luciferase reporter, luminescence, 24 h; Potency, µM (highest dose often 9.22 µM), without a hit: top-dose activation, negative = inhibition, hits mostly activators; 320,000 compounds, 2.8% hits; AID 485297, 2010; note: % of control where 0% means no effect; nearly all actives have a fitted effect of over 60% in size
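Quantitative HTS format; Huh7 Rab9-luciferase reporter cells (1500/well) receive compound 2 h post-plating, incubate 24 h at 37 °C, then get luciferase reagent for 10 min before luminescence reading.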
ELG1 genotoxic – qHTS screen for small molecules that induce genotoxicity in human embryonic kidney (HEK293T) cells expressing luciferase-tagged ELG1 | HEK293T ELG1-luciferase reporter, luminescence, 16 h | Potency, µM (doses to about 46 µM), without a hit: at the highest dose activity change, positive = activation, usual class: activators | 330,000 compounds, 1.3% hits | AID 504466, 2011; note: % of control where 0% means no effect; nearly all actives have a fitted effect of over 60% in size
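Genotoxicity was scored as increased ELG1-luciferase reporter signal, measured by ONE-Glo luminescence (30 min, room temperature). Compound or vehicle exposure of the HEK293T reporter cells lasted 16 hr at 37°C.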
BRCA1 expr up – qHTS Assay to Identify Small Molecule Activators of BRCA1 Expression | 380,000 compounds, 1.1% hits | Potency, µM (series often up to 46.1 µM), for the others: at the top dose activation, hits mostly activators | MCF7-BRCA1-FFLuc reporter, luminescence, 48 h; response scale: scaled: vehicle 0%, 10 µM genistein 100% | AID 624202, 2012; note: nearly all actives have a fitted effect of over 80% in size; some results filed as inactive show a strong effect at the top dose
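Quantitative HTS in MCF7 cells stably reporting BRCA1 expression via firefly luciferase. Compound treatment lasts 48 h at 37 °C in phenol-red free MEM. Activation is expressed relative to genistein at 10 microM and DMSO.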
VP16 counter – VP16 counterscreen qHTS for inhibitors of ROR gamma transcriptional activity; Potency, µM (series often up to 53.6 µM), for inactives: at the top dose activity, negative = inhibition, most hits filed as inhibitors; Drosophila S2 Gal4-VP16 UAS-luciferase, luminescence, 20 h; 310,000 compounds, 3.5% hits;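 note: Gal4-VP16 expression switched on by copper sulfate through the metallothionein promoter; % is set by controls: 0 for no effect and ±100 for the full control effect; nearly all actives have a fitted effect of over 50% in size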
uPA surface inh – qHTS for Inhibitors of Cell Surface uPA Generation; cell surface uPA generation assay, qHTS; Potency, µM (highest dose often 38.3 µM), for inactives: at the top dose activity change, negative = inhibition, usual class: inhibitors; 330,000 compounds, 0.31% hits; AID 540303, 2011; active = well fitted inhibition curve with a large enough effect; inconclusive = small, poorly fitted or top-dose-only effect; inactive = no such curve, though single readings can be large or run the other way; tested in mouse RAW 264.7 cells; note: % is set by controls: 0 for no effect and ±100 for the full control effect; nearly all actives have a fitted effect of over 55% in size
An asterisk follows results filed as active; ? = inconclusive; . = not tested or not shown; [ ] = dose if it differs, or a comment. Unless noted, calls come from the whole dose curve; as a rule, active = well fitted curve in the direction sought with a large enough effect; inconclusive = small, poorly fitted or top-dose-only effect, or another doubt; inactive = no such curve, though single readings can be large; an effect the other way counts as inactive or inconclusive. Potency is the fitted concentration of half-maximal effect.

SMILES	MBNL1-CUG inh	p53 reactivator	FLuc modulator	RORg inh	NPC1 promoter act	Rab9 prom act	ELG1 genotoxic	BRCA1 expr up	VP16 counter	uPA surface inh
COc1ccc(-c2cc(C(F)(F)F)nc(SCc3cccc(C(=O)O)c3)n2)cc1	-11%	5%	4%	2%	2%	-3%	1%	-1%	-4%	-3%
COc1cc(C(=O)NCC(c2cccs2)N(C)C)cc(Cl)c1OC(C)C (stereo not given)	-5%	3%	3%	37%	-2%	-1%	-1%	-14%	3%	-1%
Cc1ccc(NC2c3ncccc3C(=O)N2Cc2ccc(F)cc2)cc1 (stereo not given)	4%	-1%	1%	29%	-8%	7%	0%	16%	-10%	.
CCN(Cc1ccccc1)S(=O)(=O)CCNC(=O)c1ccccc1	.	-1%	-1%	.	-2%	2%	-4%	-6%	.	10%
O=C(NCCc1c[nH]c2ccccc12)c1cncc(Br)c1	-23%	-4%	-13%	22%	21%	4%	-5%	-31%	-6%	3%
COc1cccc(/C=C/C(=O)OCC(=O)Nc2ccc(Cl)cn2)c1	3%	-1%	-2%	-3%	1%	-1%	0%	.	-4%	.
COc1ccc(NC(=O)CCS(=O)(=O)c2cc3c(cc2Cl)NC(=O)CO3)cc1OC	-3%	-5%	2%	-21%	-2%	-6%	1%	0%	-5%	7%
CCOC(=O)N1CCN(c2nc(N(c3ccccc3)c3ccccc3)nc(-n3ccnc3)n2)CC1	2%	0%	8%	8%	0%	-1%	-5%	.	0%	.
COC(=O)C(NC(=O)c1ccco1)(Nc1nc(C2CC2)cs1)C(F)(F)F (stereo not given)	-1%	-1%	-1%	15%	0%	-1%	1%	0%	6%	1%
CCN(CC)S(=O)(=O)c1ccc(N2CCOCC2)c(NC(=O)CC(C)(C)C)c1	-7%	-1%	-2%	23%	9%	7%	-3%	1%	-8%	-2%
COc1ccc(-c2csc(NC(=O)CS(=O)(=O)c3ccccc3)n2)cc1	.	-4%	?	.	1%	-5%	-5%	13%	.	-1%
CC1CN(S(=O)(=O)c2ccc(C(=O)Nc3sccc3C(N)=O)cc2)CC(C)O1 (stereo not given)	67%[activator]	-17%	3%	?	-3%	-11%	-4%	-34%	2%	-6%
Cc1cc(C(=O)N/N=C/c2cc(Br)ccc2OC(=O)c2ccccc2Cl)n[nH]1	1%	3%	-3%	14µM*	-35%[inhibitor]	-40%[inhibitor]	?	-83%[inhibitor]	?	-9%
C[C@H](CO)N1C[C@H](C)[C@@H](CN(C)S(=O)(=O)c2cn(C)cn2)Oc2c(NC(=O)Nc3ccc4c(c3)OCO4)cccc2C1=O	.	-3%	.	.	.	.	3%	1%	.	-20%
COc1ccc(Cl)cc1NC(=O)Cn1cccc1	-2%	-32%[inhibitor]	0%	35%	-9%	-2%	-1%	-24%	7%	0%
O=C(O)CCc1ccc(-c2cccs2)n1CCC(=O)O	13%	-3%	-15%	-24%	5%	-1%	0%	-8%	1%	2%
CC(C)c1ccccc1NC(=S)N1CCN(Cc2ccc3c(c2)OCO3)CC1	-2%	0%	1%	11µM*	-3%	0%	-4%	-5%	?	-2%
Cc1ccc(N2CC(C(=O)OCC(=O)Nc3cc(C)on3)CC2=O)c(C)c1 (stereo not given)	-1%	3%	1%	-3%	4%	5%	-5%	14%	-1%	2%
CCOc1ccc(CCNC(=O)CSc2ncn[nH]2)cc1OCC	-2%	-1%	0%	9%	-5%	-1%	5%	3%	-4%	-9%
CSc1ncccc1C(=O)NC(C)CCc1ccccc1 (stereo not given)	-9%	2%	0%	-10%	-4%	2%	-1%	-27%	3%	-11%
O=C(CNC(=O)C12CC3CC(CC(C3)C1)C2)Nc1ncccc1O	.	5%	-2%	.	4%	4%	1%	13%	.	-1%
CC(OC(=O)c1nsc(Cl)c1Cl)C(=O)NCc1cccs1 (stereo not given)	-4%	-3%	-2%	-12%	-2%	-1%	0%	-1%	21%	2%
CN(C)c1ccc(C(CNC(=O)c2ccccc2F)c2c[nH]c3ccccc23)cc1 (stereo not given)	3%	10%	6%	42%	0%	-9%	-1%	38%	5%	1%
CCSc1ncccc1-c1nc2ccccc2[nH]1	12%	18%	?	19%	?	29%	?	-18%	2%	0%
CN(Cc1ccccc1)C(=S)NC(=O)c1cccs1	-3%	-7%	-1%	0.32µM*	17%	-3%	-6%	7%	0.25µM*	-2%

Individual results from the results shown.
In MBNL1-CUG inh, CN(C)c1ccc(C(CNC(=O)c2ccccc2F)c2c[nH]c3ccccc23)cc1 (stereo not given) is listed with 3%
In p53 reactivator, CCN(CC)S(=O)(=O)c1ccc(N2CCOCC2)c(NC(=O)CC(C)(C)C)c1 is listed with -1%
In uPA surface inh, Cc1ccc(N2CC(C(=O)OCC(=O)Nc3cc(C)on3)CC2=O)c(C)c1 (stereo not given) is listed with 2%
In RORg inh, Cc1cc(C(=O)N/N=C/c2cc(Br)ccc2OC(=O)c2ccccc2Cl)n[nH]1 is listed with 14µM*
In NPC1 promoter act, CC(C)c1ccccc1NC(=S)N1CCN(Cc2ccc3c(c2)OCO3)CC1 is listed with -3%

Given field by field: entries from further up.
SMILES: CC(C)c1ccccc1NC(=S)N1CCN(Cc2ccc3c(c2)OCO3)CC1
  MBNL1-CUG inh = -2%; p53 reactivator = 0%; FLuc modulator = 1%; RORg inh = 11µM*; NPC1 promoter act = -3%; Rab9 prom act = 0%; ELG1 genotoxic = -4%; BRCA1 expr up = -5%; VP16 counter = ?; uPA surface inh = -2%

SMILES: Cc1ccc(N2CC(C(=O)OCC(=O)Nc3cc(C)on3)CC2=O)c(C)c1 (stereo not given)
  MBNL1-CUG inh = -1%; p53 reactivator = 3%; FLuc modulator = 1%; RORg inh = -3%; NPC1 promoter act = 4%; Rab9 prom act = 5%; ELG1 genotoxic = -5%; BRCA1 expr up = 14%; VP16 counter = -1%; uPA surface inh = 2%

(list continues)
SMILES	MBNL1-CUG inh	p53 reactivator	FLuc modulator	RORg inh	NPC1 promoter act	Rab9 prom act	ELG1 genotoxic	BRCA1 expr up	VP16 counter	uPA surface inh
CCCC(C(=O)NC(C)(C)C)N(Cc1ccccc1Cl)C(=O)c1snc(C(N)=O)c1N (stereo not given)	12%	.	6%	37%	-1%	-6%	-3%	-16%	-1%	-7%
Brc1ccc(CN2CCN(c3ccccc3)CC2)o1	3%	.	6%	-29%	4%	-2%	-3%	-14%	4%	5%
O=C(Nc1nccs1)c1ccc(Br)cc1	46%[activator]	.	9.5µM*	8.9µM*	2.5µM*	2.2µM*	?	72%	?	?
O=C(NCCCCCCNC(=O)N1CCCCCC1)N1CCCCCC1	-2%	12%	-2%	5%	9%	3%	2%	-1%	1%	12%
CCc1c(C(=O)NNC(=S)NCC(C)C)csc1C	-3%	.	3%	1.8µM*	.	.	.	0%	18µM*	.
Cc1ccc2nc(-c3cccnc3)c(NC3CCCCC3)n2c1	.	7%	-17%	-5%[10 µM]	-3%	-1%	-5%	-27%	-4%	-4%
O=C(CSc1nnc(-c2cc(-c3cccs3)nc3ccccc23)o1)NC1CCCCC1	-2%	-1%	-2%	-12%	-3%	-2%	-13%	-30%	-10%	-7%
Cc1ccc2[nH]c(C)c(CCN(Cc3cccnc3)C(=S)NC(C)(C)C)c2c1	-3%	-2%	0%	-19%	-1%	?	-7%	-8%	3%	-2%
COc1ccc(/C=C/C(=O)Nc2cccc(S(=O)(=O)N3CCCC3)c2)cc1OC	?	-6%	?	?	-8%	-7%	-12%	-19%	0%	3%
O=C(CN1CCOCC1)Nc1ccc([N+](=O)[O-])cc1	?	9%	-1%	-3%	0%	-2%	2%	14%	-9%	-29%
COc1ccc(S(=O)(=O)N(C)C[C@H]2Oc3ccc(NC(=O)Cc4cn(C)c5ccccc45)cc3C(=O)N([C@@H](C)CO)C[C@@H]2C)cc1	.	7%	.	.	.	.	1%	-27%	.	5%
CN(C(=O)CSc1nnc(-c2cccs2)o1)C1CCS(=O)(=O)C1 (stereo not given)	9%	-8%	4%	-3%	-1%	0%	0%	6%	-24%	1%
Nc1nonc1C(=O)NCCNC(=O)c1ccc(Cl)cc1	-10%	-4%	3%	16%	1%	-17%	1%	6%	-2%	1%
Cc1cc(=O)oc2cc(OC(C)C(=O)O)c(Cl)cc12 (stereo not given)	-5%	-1%	4%	-13%	-4%	-2%	0%	-1%	-6%	7%
Cc1ccc(C(=O)NCC(=O)Nc2ccc(C)c(S(=O)(=O)Nc3ccc(Cl)cc3)c2)s1	-5%	-3%	?	15%	1%	-8%	0%	-26%	-4%	6%

Screens from PubChem.
